Assay outcomes deposited in PubChem BioAssay by Broad Institute.
C2C12 statin: protects C2C12 myotubes from simvastatin toxicity | ATP luminescence, 48 h; scaled: DMSO 0, geranylgeraniol control 100 | rescue of ATP level, % at 7.49 µM | 330,000 compounds, 0.78% hits | AID 602340;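 active means mean ATP rescue above about 67%, or every replicate alone reaching that limit, limit read from the data, passing the limit was not always enough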;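 further: myotubes were challenged with 10 µM simvastatin during compound exposure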
miR-122 sensor: miR-122 inhibition in Huh7 cells. AID 602342. activation (reporter increase), % at 12.5 µM. Huh7 miR-122 Renilla luciferase sensor, 48 h; neutral wells = 0, positive control = 100. 340,000 compounds, 0.3% hits;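 active means mean replicate activation score at least 90 and every replicate individually at or above 90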;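 further: higher luciferase means less miR-122 activity so hits act as miR-122 inhibitors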
ERp5 block: ERp5 (human) disulfide isomerase inhibition; Q15084; ERp5 insulin aggregation, absorbance 650 nm, 90 min; inhibition, % at 9.99 µM; 350,000 compounds, 0.05% hits;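 active means mean replicate inhibition above about 25%, with every replicate also reaching it, limit read from the data, passing the limit was not always enough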
SIRT5 inh: inhibitors of human sirtuin-5 desuccinylase. Q9NXA8. Purified SirT5, succinyl-peptide AMC, trypsin-coupled fluorescence. inhibition, % at 15 µM. 330,000 compounds, 1.1% hits; in the data active means inhibition above about 15%
Target sequence (Q9NXA8 whole entry, looked up): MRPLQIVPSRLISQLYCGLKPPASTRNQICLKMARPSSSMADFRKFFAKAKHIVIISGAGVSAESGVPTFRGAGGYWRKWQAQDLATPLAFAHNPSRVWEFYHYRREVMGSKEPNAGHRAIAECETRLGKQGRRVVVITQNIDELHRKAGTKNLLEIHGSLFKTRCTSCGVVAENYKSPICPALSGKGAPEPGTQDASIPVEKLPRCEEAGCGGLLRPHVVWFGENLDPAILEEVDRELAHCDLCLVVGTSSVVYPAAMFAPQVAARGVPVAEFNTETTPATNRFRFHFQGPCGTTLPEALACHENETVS
esBAF inh: inhibitors of esBAF chromatin remodeling in mouse ES cells. Bmi1-luciferase knock-in reporter, 24 h; 100% = twice the neutral-well signal. reporter increase, % at 12.5 µM. 350,000 compounds, 2% hits; in the data active means activation above about 40%;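 further: 0% = median of the plate's neutral control wells and 100% = double that signal; a rise in the Bmi1 reporter signal indicates esBAF inhibition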
Cneo AK release: causes C. neoformans cell lysis; 360,000 compounds, 0.2% hits; lysis activity, % at 15 µM; adenylate kinase release luminescence, 4 h; normalised: neutral wells 0, clomiphene wells 100;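 active means mean lysis activity across replicates of at least 80%, whatever share of replicates individually reach that level; inactive means mean lysis activity below 80%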
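Test system: log-phase Cryptococcus neoformans yeast cells; Quantity: yeast cell density of 5 × 10^6 cells/mL; Buffer or medium: YPD; Doses: single compound concentration per well; Timing: 4 h at 37 °C static, read 1 h later; Measured by: AK luminescence; Read-out basis: lysis from increased AK signal; Control set: Clomiphene as positive control.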
ARNT-TACC3 inh: disrupts binding between human ARNT and TACC3 | AlphaScreen His-ARNT PAS-B/GST-TACC3 binding, luminescence; TACC3 fragment carries E629A point mutation | inhibition, % at 9.99 µM | 390,000 compounds, 0.66% hits;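 active means mean inhibition of replicates at least 50% and at least half of replicates each reaching 50%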;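 further: 0% = complete ARNT plus TACC3 wells and 100% = ARNT alone without TACC3; many hits fall short of the cut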
The depositor's hits bear a star; . = no result given; & = joins results of further samples.

Codes: A = C2C12 statin; B = miR-122 sensor; C = ERp5 block; D = SIRT5 inh; E = esBAF inh; F = Cneo AK release; G = ARNT-TACC3 inh
O=C(c1ccco1)N1CCCN(Cc2cn[nH]c2-c2ccc(-c3ccccc3)cc2)CC1
  A: .	B: .	C: -2	D: -1	E: .	F: .	G: 3
COc1ccc(Cn2c3ccc(OC)cc3c3nc4ccccc4nc32)cc1
  A: -56	B: -22	C: .	D: .	E: -3	F: -2	G: -3
COC(=O)/C=c1/s/c(=C(\C#N)C(=O)NCc2ccco2)n(-c2ccc(C)cc2)c1=O
  A: -2	B: -1	C: .	D: .	E: 4	F: -2	G: -21
COc1ccc(S(=O)(=O)Nc2ccccn2)cc1C
  A: .	B: .	C: 1	D: 2	E: .	F: .	G: -4
O=C(O)/C=C1\CCCc2ccccc2C1O (stereo unspecified)
  A: -3	B: 2	C: -1&-5	D: 0	E: 2	F: 1	G: -1
COc1cccc(OCC(O)CN2CCOCC2)c1 (stereo unspecified)
  A: 10	B: -7	C: .	D: .	E: -7	F: 2	G: -9

Fetched by compound from the entries so far (three):
Codes: A = C2C12 statin; B = miR-122 sensor; C = ERp5 block; D = SIRT5 inh; E = esBAF inh; F = Cneo AK release; G = ARNT-TACC3 inh
COC(=O)/C=c1/s/c(=C(\C#N)C(=O)NCc2ccco2)n(-c2ccc(C)cc2)c1=O
  A: -2	B: -1	C: .	D: .	E: 4	F: -2	G: -21
COc1ccc(S(=O)(=O)Nc2ccccn2)cc1C
  A: .	B: .	C: 1	D: 2	E: .	F: .	G: -4
O=C(c1ccco1)N1CCCN(Cc2cn[nH]c2-c2ccc(-c3ccccc3)cc2)CC1
  A: .	B: .	C: -2	D: -1	E: .	F: .	G: 3

Single entries from the list:
O=C(O)/C=C1\CCCc2ccccc2C1O (stereo unspecified) | miR-122 sensor = 2
COc1cccc(OCC(O)CN2CCOCC2)c1 (stereo unspecified) | Cneo AK release = 2
COc1ccc(Cn2c3ccc(OC)cc3c3nc4ccccc4nc32)cc1 | Cneo AK release = -2
